TrxR1 substrate: is turned over as a substrate by rat TrxR1; O89049; purified TrxR1 substrate turnover, NADPH consumption readout; Potency, µM (series often up to 114 µM), without a hit: at the highest dose activity change, negative = substrate turnover; 0.01% of 390,000 active; further: potency means the concentration at half of the fitted maximal effect; on the % scale 0 is the no-effect control and ±100 the full control effect; nearly all actives have a fitted effect of over 50% in size
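Rat TrxR1, dispensed at 90 nM, was prereduced with 400 uM NADPH (final) for 5 min at ~22 deg C, then incubated with compound 15 min before 400 uM selenite. A first-read NADPH fluorescence drop versus no-compound background flagged substrates.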
TRHR ag: TRH receptor (human) agonism | TRHR cells, calcium flux fluo-8, FDSS agonist mode | P34981 | activation, % at 2 µM | 0.18% of 360,000 active; in the data active means activation above about 30%; further: 0% is about no effect
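Read-out: compound-evoked intracellular calcium rise in TRHR cells, fluo-8 dye, kinetic FDSS fluorescence at 1 s/cycle following a 10-cycle baseline. Cells cultured overnight before dye loading (30 min–1.5 h, RT).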
D2 antagonist: D2 dopamine receptor (human) antagonism. P14416. HEK293 TREx D2 cells, calcium flux, dopamine EC80. inhibition, % at 10 µM. 2% of 340,000 active. AID 485344; in the data active means inhibition above about 30%; further: 0% is about no effect
Target sequence (P14416 whole entry, looked up): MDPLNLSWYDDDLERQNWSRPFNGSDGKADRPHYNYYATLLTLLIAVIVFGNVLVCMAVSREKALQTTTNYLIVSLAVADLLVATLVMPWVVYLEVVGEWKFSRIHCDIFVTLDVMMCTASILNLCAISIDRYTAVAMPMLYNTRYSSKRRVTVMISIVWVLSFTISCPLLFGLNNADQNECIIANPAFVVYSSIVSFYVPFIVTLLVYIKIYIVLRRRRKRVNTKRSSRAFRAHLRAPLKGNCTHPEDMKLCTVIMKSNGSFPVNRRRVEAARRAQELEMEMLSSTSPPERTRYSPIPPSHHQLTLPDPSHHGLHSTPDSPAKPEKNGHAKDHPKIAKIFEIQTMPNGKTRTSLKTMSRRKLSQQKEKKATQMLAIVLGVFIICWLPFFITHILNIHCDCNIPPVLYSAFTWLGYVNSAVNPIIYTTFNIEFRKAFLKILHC
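Calcium flux kinetic readout in an inducible HEK293 TREx D2 line plated overnight at 30 C. After 180 s compound exposure, an EC80 dopamine challenge follows with another 180 s kinetic read to detect antagonism.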
mIDH1 inhibitor: human IDH1 R132H inhibition; IDH1-R132H enzyme, NADPH consumption, diaphorase/resazurin fluorescence; 0.093% of 390,000 active; Potency, µM (series often up to 76.6 µM), without a hit: at the highest dose activity change, negative = inhibition, actives largely listed as inhibitors; O75874; further: potency means the concentration at half of the fitted maximal effect; on the % scale 0 is the no-effect control and ±100 the full control effect; nearly all actives have a fitted effect of over 65% in size
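IDH1-R132H (0.5 ug/mL) preincubated 30 min with compound, then NADPH (0.016 mM) and alpha-KG (2 mM) added; 80 min at RT, pH 7.5. Remaining NADPH coupled via diaphorase/resazurin to fluorescence (540/590 nm); concentration-response curves normalized to no-enzyme control.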
D2 ag: agonists of human D2 dopamine receptor; P14416; AID 485358; HEK293 T-REx D2 cells, calcium flux agonist mode; 0.53% of 340,000 active; activation, % at 2 µM;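 active means activation over 3 SD above normal in the single-dose calcium agonist read, cut at about 30% in these data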; further: 0% is about no effect
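Tetracycline-induced HEK293 T-REx cells with force-coupled D2 receptor, plated overnight at 30 C, loaded with no-wash calcium dye. After a 10 s baseline, compound was pin-added and calcium flux read kinetically for 180 s; calcium rises flagged agonists.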
TrxR1 inh: rat TrxR1 inhibition. O89049. recombinant rTrxR1, NADPH fluorescence consumption, selenite substrate. Potency, µM (series often up to 114 µM), for the others: top-dose activity change, negative = inhibition, actives largely listed as inhibitors. 1% of 390,000 active. AID 588453; further: potency means the concentration at half of the fitted maximal effect; on the % scale 0 is the no-effect control and ±100 the full control effect; nearly all actives have a fitted effect of over 65% in size
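Rat TrxR1 (90 nM in the dispensed reagent) was pre-reduced with 400 uM NADPH for 5 min at room temperature, then incubated with compound for 15 min. After 400 uM selenite was added, NADPH fluorescence (Ex 340/Em 450 nm) was followed for 8 min.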
TRHR PAM: allosteric enhancers of human TRH receptor; TRHR cells, fluo-8 calcium fluorescence, EC20 TRH enhancement; 0.66% of 360,000 active; enhancement, % at 2 µM; P34981; AID 493056; in the data active means enhancement above about 30%; further: 0% is about no effect
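Enhancer read-out: after compound pinning and an initial kinetic agonist-mode read, an EC20 of TRH (10 nM final) was injected and fluo-8 calcium signal (Ex 480/Em 530) followed at 1 s/cycle for 100 cycles in TRHR-expressing cells.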
PI4K2A block: PI4K2A (human) kinase inhibition. purified PI4K2A, ADP-Glo luminescence, 1 h; hits give low values. activity change, negative = inhibition, % at 76.9 µM. 0.13% of 420,000 active. AID 1346378; in the data active means activity change below about -50%; inconclusive means mostly about -30% to -49%;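 further: -100% = wells without enzyme as full effect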
Target sequence (Q9BTU6 whole entry, looked up): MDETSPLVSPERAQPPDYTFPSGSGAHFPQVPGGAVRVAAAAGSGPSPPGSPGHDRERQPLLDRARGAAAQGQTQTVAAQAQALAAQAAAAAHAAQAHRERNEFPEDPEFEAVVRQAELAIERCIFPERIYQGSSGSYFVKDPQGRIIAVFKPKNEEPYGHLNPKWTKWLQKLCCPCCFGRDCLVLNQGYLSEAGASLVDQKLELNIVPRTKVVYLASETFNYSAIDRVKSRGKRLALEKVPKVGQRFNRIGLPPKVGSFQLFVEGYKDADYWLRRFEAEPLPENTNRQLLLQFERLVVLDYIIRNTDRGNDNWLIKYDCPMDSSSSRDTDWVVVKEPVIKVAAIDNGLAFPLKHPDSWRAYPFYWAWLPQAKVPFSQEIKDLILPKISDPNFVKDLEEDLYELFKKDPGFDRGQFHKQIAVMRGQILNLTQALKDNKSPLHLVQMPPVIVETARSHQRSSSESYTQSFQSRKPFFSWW
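ADP-Glo luminescence measured ADP generated by PI4K2A enzyme (4 ug/mL before mixing) with 1.2 mM PI substrate (pre-mix) and 300 microM ATP (pre-mix). Tris pH7.5 buffer with MgCl2, Triton X-100; 1 h reaction at ambient temperature.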
USP1-UAF1 inh: inhibitors of human USP1/UAF1 deubiquitinase. recombinant USP1/UAF1, Ub-Rhodamine cleavage fluorescence. Potency, µM (titrated, usually from 57.1 µM), for inactives: at the top dose activity change, negative = inhibition, usual class: inhibitors. 0.23% of 390,000 active; further: potency means the concentration at half of the fitted maximal effect; on the % scale 0 is the no-effect control and ±100 the full control effect; nearly all actives have a fitted effect of over 60% in size; inactives centre near -12
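USP1/UAF1 complex at 1 nM was preincubated with compound for 15 min at room temperature, then Ub-Rho substrate (150nM final) was added. Fluorescence (480/540 nm) was read kinetically, 6 reads every 60 seconds.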
Starred values were filed as active, the others as inactive; ? = inconclusive; . = not tested or not shown; [ ] = dose if it differs, or a comment. Unless noted, the call rests on the fitted dose curve; in most records, active means well fitted inhibition curve with a large enough effect; inconclusive means small, poorly fitted or top-dose-only effect; inactive means no such curve, though single readings can be large or run the other way.

Sequence of screens: TrxR1 substrate	TRHR ag	D2 antagonist	mIDH1 inhibitor	D2 ag	TrxR1 inh	TRHR PAM	PI4K2A block	USP1-UAF1 inh
CCc1ccc(Nc2n[n+](-c3ccccc3)c(-c3ccc(OC)c(Br)c3)s2)cc1
    2%[57.1 µM]	-0.3	-22	13%	-0.1	40%	0	-15	-26%
CC(=O)NC1C(=O)SC1(C)C (stereo unspecified)
    .	-0.4	-28	.	0.0	.	-5	.	.
CCOC(=O)c1c(NC(=O)C2C3C=CC(C3)C2C(=O)O)sc2c1CC(C)(C)OC2 (stereo unspecified)
    9%[57.1 µM]	-0.1	7	-2%	-0.6	26%[57.1 µM]	-4	-4	?
Cc1cc(C)cc(C(=O)N2CCN=C2SCc2ccc([N+](=O)[O-])cc2)c1
    -16%	1.0	-7	4%	0.1	-9%	25	0	-3%
CCOc1cc(C2NC(=O)NC(C)=C2C(=O)OC(C)CC)cc(Br)c1O (stereo unspecified)
    7%[57.1 µM]	-0.6	-15	3%	-0.7	-5%[57.1 µM]	6	3	-6%
c1ccc(CSc2ccc(-c3cccnc3)nn2)nc1
    6%[57.1 µM]	0.5	6	3%	0.1	7%[57.1 µM]	0	-3	-16%
CCCOC(=O)C1=C(C)NC2=C(C(=O)C(C(=O)OC)C(C)C2)C1c1ccc(N(C)C)cc1 (stereo unspecified)
    -7%	.	.	-1%	.	7%	.	2	-4%
COc1ccccc1OCC(=O)Nc1nnc2n1CCS2
    -6%[57.1 µM]	0.4	.	3%	-1.1	2%[57.1 µM]	8	0	?
COc1cc(C(=S)N2CCOCC2)ccc1OC(=O)c1ccccc1
    1%	-0.5	0	-1%	-2.2	15%	4	-1	-3%
COc1cccc(N(CC(=O)NC(C)c2ccccc2)S(C)(=O)=O)c1 (stereo unspecified)
    -6%	-0.5	13	4%	-0.2	5%	-16	-5	-7%
Cc1cccc(NC(=O)CN2C(=O)C(c3ccc(F)cc3)=NC23CCCCCC3)c1
    -5%	-1.0	.	.	-0.9	6%	4	-6	-19%
O=C(CCn1nnc2ccccc21)Nc1nnc(Cc2ccc(F)cc2)s1
    -3%	0.0	23	-1%	0.8	-1%	8	11	-5%
CCN(CC)C(=O)CSC1=Nc2ccccc2C2=NC(c3ccccc3)C(=O)N12 (stereo unspecified)
    35%[activator][57.1 µM]	-0.8	3	-1%	0.0	-21%[57.1 µM]	-8	68	1%
Cc1ccc(-c2nnc(-c3ccccc3)o2)cc1Br
    7%	.	.	0%	.	15%	.	5	-23%
Cc1ccc(/C=N/NC(=S)NCCc2ccccc2)s1
    2%	0.5	-3	-2%	-0.1	3%	-2	7	-24%
O=c1[nH]c2cc(Cl)c([N+](=O)[O-])nc2[nH]1
    -6%	0.6	-9	8%	1.0	3%	6	-2	-20%
Cc1ccc(C(C(=O)NC(C)(C)C)N(C(=O)c2csnn2)C2CC2)cc1 (stereo unspecified)
    9%	-0.3	0	-2%	0.4	17%	-10	-2	-11%
O=C(CN1CCNCC1)Nc1ccccc1Cl
    16%[57.1 µM]	-0.6	-9	3%	-0.4	-30%[57.1 µM]	-7	2	-20%
CC(C)CCN(CC(=O)NC(C)(C)C)C(=O)C(=O)Nc1ccc2c(c1)OCCO2
    7%	1.3	17	9%	0.3	14%	5	2	-20%
CC(=O)OCC12COC3c4ccccc4OC(C)(CC1C)C3C2C (stereo unspecified)
    5%[57.1 µM]	-0.4	1	-5%	-1.3	12%[57.1 µM]	0	-1	-16%
O=C(C[n+]1cc2ccccc2c2ccccc21)c1ccccc1
    13%	-0.1	-17	2%	-0.2	-2%	1	-1	-9%
COc1ccccc1NC(=O)COC(=O)c1ccc(S(=O)(=O)NCc2ccco2)cc1
    12%	-0.4	-5	-1%	0.1	-7%[57.1 µM]	6	-16	2%
OCc1ccccc1OCCCOc1cccc2cccnc12
    8%[57.1 µM]	-0.7	15	7%	-0.3	6%[57.1 µM]	0	-2	-13%
CC(=O)Nc1nonc1-c1nnc(SCC(=O)Nc2cccc(F)c2)n1-c1ccccc1
    23%	-0.3	.	6%	-1.1	36%[activator]	-1	-2	-10%
CCc1ccc(C(C)NC(=O)/C(C#N)=C\c2cn[nH]c2-c2ccccc2)cc1 (stereo unspecified)
    -1%	1.8	-3	7%	1.3	15%	-6	0	-8%
Cn1ncnc1SCc1cn2cccnc2n1
    416%	0.3	4	9%	-1.0	20%[11.4 µM]	0	3	-4%
O=C(CN(C(=O)C1COc2ccccc2O1)c1ccccc1)NCC1CCCO1 (stereo unspecified)
    10%	-0.1	-3	9%	0.3	7%	0	-1	-4%
CC(=O)c1cccc(NC(=S)NC(=O)Cc2ccccc2)c1
    -1%[57.1 µM]	0.4	-2	0%	1.6	?	1	-2	-14%
COc1ccc(CCNC(=O)C(=O)NCCOc2ccccc2)cc1OC
    -8%	-0.7	5	-2%	-1.0	-8%	1	3	-9%
O=C(C[n+]1ccc(C(=O)c2ccccc2)cc1)Nc1ccc(C(F)(F)F)cc1
    -4%[57.1 µM]	-0.1	10	-3%	1.1	1%[57.1 µM]	3	4	-15%
Cc1nnc(SCc2ccc(Cl)cc2)c2cc3occc3n12
    6%	0.4	.	2%	.	25%	-6	-1	-17%
Cc1ccc(C2C(C#N)=C(N)Oc3c2sc2ccccc32)o1 (stereo unspecified)
    .	3.3	-12	.	0.8	.	-1	.	.
COC(=O)c1ccc(N2C(=O)Cc3cc(OC)c(OC)cc3C2c2ccc(F)cc2)cc1 (stereo unspecified)
    -4%	-0.4	.	?	0.1	19%	7	2	-14%
O=C(NCc1ccc2c(c1)OCO2)C(=O)NCC1OCCN1S(=O)(=O)c1ccc(Br)cc1 (stereo unspecified)
    -2%	0.0	-1	0%	0.8	9%	0	-1	-26%
COc1ccc(-c2nn(-c3ccccc3)cc2/C=C2/SC(=S)N(CCCC(=O)O)C2=O)c(C)c1
    2%	-0.3	10	0%	0.7	19%	0	1	?
O=C(O)CN(c1ccccc1)C1SC(=O)NC1=O (stereo unspecified)
    5%	0.1	17	-4%	0.1	5%[57.1 µM]	1	-8	-17%
COCc1c(C(=O)N/N=C\c2cccnc2)nnn1-c1nonc1N
    -2%	0.6	1	0%	0.1	4%	0	9	-14%
COc1ccc(OC)c(NC(=O)CN2C(=O)CCc3cc(S(=O)(=O)N4CCCCC4)ccc32)c1
    3%[57.1 µM]	0.1	.	8%	4.4	7%[57.1 µM]	-10	-7	-13%
CC(NC(=O)C(C)N1C(=O)c2cccc([N+](=O)[O-])c2C1=O)c1ccccc1 (stereo unspecified)
    9%[57.1 µM]	-1.0	-9	5%	1.4	2%[57.1 µM]	2	3	-9%
OCCCc1cn(Cc2ccccc2)c2ccccc12
    -9%[57.1 µM]	-0.3	-10	0%	-1.4	5%[57.1 µM]	1	-2	-20%

In a second layout: results already given
Compound	TrxR1 substrate	TRHR ag	D2 antagonist	mIDH1 inhibitor	D2 ag	TrxR1 inh	TRHR PAM	PI4K2A block	USP1-UAF1 inh
O=C(NCc1ccc2c(c1)OCO2)C(=O)NCC1OCCN1S(=O)(=O)c1ccc(Br)cc1 (stereo unspecified)	-2%	0.0	-1	0%	0.8	9%	0	-1	-26%
OCCCc1cn(Cc2ccccc2)c2ccccc12	-9%[57.1 µM]	-0.3	-10	0%	-1.4	5%[57.1 µM]	1	-2	-20%

The list goes on.
Sequence of screens: TrxR1 substrate	TRHR ag	D2 antagonist	mIDH1 inhibitor	D2 ag	TrxR1 inh	TRHR PAM	PI4K2A block	USP1-UAF1 inh
CCOc1ccccc1Nc1sc(C(=O)c2ccccc2)c(N)c1C(=O)Nc1ccc(F)cc1
    9%[57.1 µM]	0.6	.	-6%	0.6	27%[57.1 µM]	2	2	?
O=C1CC(C(=O)N2CCN(c3ccccc3)CC2)CN1Cc1ccccc1 (stereo unspecified)
    -8%	.	.	7%	.	-19%	.	6	-18%
Cc1cc(NC(=O)CSc2nc(CC(C)(C)C)nc3c2c(=O)n(C)c(=O)n3C)no1
    -9%	-0.2	-2	0%	-0.1	3%[57.1 µM]	6	-2	-1%
CCCN(CCC)c1nc(-c2ccccn2)nc2ccccc12
    0%	-1.3	1	4%	0.2	2%	2	-8	-23%
COc1ccc2oc(-c3ccc(NC(=O)c4ccc(N5CCOCC5)c([N+](=O)[O-])c4)cc3)nc2c1
    -13%	0.1	-7	5%	1.4	-11%	23	-2	-13%
CCOC(=O)c1c(C)oc2ncnc(Nc3ccc(F)cc3Cl)c12
    -9%	-1.6	.	-5%	-0.8	7%	-1	-3	-4%
CCn1cnc2sc(C(=O)Nc3ccc4c(c3)OCO4)c(C)c2c1=O
    -7%	0.8	-2	9%	0.5	-8%	2	1	-15%
Cc1cc(NC(=O)C2C3C(=O)N(CC4CCCO4)C(C(=O)NC(C)(C)C)C34C=CC2(C)O4)no1 (stereo unspecified)
    2%	1.0	-2	-6%	-0.1	22%	1	1	-23%
O=C(c1cc2cc(F)ccc2[nH]1)N1CCN(C(=O)c2ccco2)CC1
    -3%	1.0	-3	0%	1.0	?	-5	5	-15%
N#C/C(=C\c1c(N2CCN(c3ccccc3)CC2)nc2ccccn2c1=O)S(=O)(=O)c1ccccc1
    -3%	0.2	-6	21%	-0.2	-6%	6	6	-11%
CC(Oc1ccc(Cl)cc1Cl)C(=O)Nc1ccc(N2CCN(C)CC2)cc1 (stereo unspecified)
    -6%[57.1 µM]	0.7	1	-5%	0.0	-1%[57.1 µM]	7	-1	-5%
CC1=C(C#N)C(c2cn(-c3ccccc3)nc2-c2cccs2)C(C#N)=C(C)N1
    34%[activator]	0.3	-5	5%	0.5	64%[activator]	-3	-4	?
O=C(Nc1ccc(Br)cc1F)N1CCC(CN2CCCC2)CC1
    -1%	1.6	.	10%	-0.8	-13%	-2	-2	-9%
Cc1ccc(-n2c(-c3ccccc3)c[nH]c2=S)cc1
    11%[57.1 µM]	-1.0	-12	1%	-1.4	-10%[57.1 µM]	4	-1	-14%

Compound activity (PubChem BioAssay)
